HCV core dimer: HCV core protein dimerization inhibition; TR-FRET GST/Flag-core106 dimerization, 1536-well; inhibition, % at 5 µM; actives 0.33% (n = 300,000);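 active = inhibition above the mean of all tested compounds plus 3 SD, set per screening campaign, cut at about 45% in these data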
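Assay system: GST-tagged and Flag-tagged HCV core protein residues 1-106 / Times: compound-protein-antibody incubation 4 h at 22.5 °C / Signal: time-resolved FRET, ex 340 nm, em 617 and 671 nm / Evaluation: % inhibition based on acceptor/donor emission ratio / Benchmarks: wells lacking GST-core106 and wells with excess unlabelled core106 / Repeats: singlicate, one well per compound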
EBNA-1 inh: blocks EBNA-1 binding to DNA | EBNA-1 DNA binding, fluorescence polarization | inhibition, % at 14.8 µM | actives 0.34% (n = 300,000) | AID 1950; in the data active = inhibition above about 28%
PP1 counter: PP1-alpha (human) inhibition in PP5 counter-screen; P62136; purified PP1alpha, OMFP fluorescence; inhibition, % at 6.7 µM; actives 0.9% (n = 320,000); AID 2235;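 active = inhibition above the mean inhibition of all tested compounds plus 3 SD, computed separately for each screening campaign, cut at about 15% in these data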
Target sequence (P62136 whole entry, looked up): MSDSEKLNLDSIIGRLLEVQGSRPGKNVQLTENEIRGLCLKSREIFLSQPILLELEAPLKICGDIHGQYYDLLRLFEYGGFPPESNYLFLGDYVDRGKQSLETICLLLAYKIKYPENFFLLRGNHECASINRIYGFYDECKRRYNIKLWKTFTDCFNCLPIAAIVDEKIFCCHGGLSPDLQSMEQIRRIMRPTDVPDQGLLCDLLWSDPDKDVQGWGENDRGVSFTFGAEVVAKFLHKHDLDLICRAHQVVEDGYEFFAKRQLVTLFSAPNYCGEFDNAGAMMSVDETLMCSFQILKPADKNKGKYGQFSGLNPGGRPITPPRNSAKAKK
TPT1 inh: C. albicans TPT1 enzyme inhibition; recombinant caTPT1, FP RNA substrate dephosphorylation; inhibition, % at 5 µM; actives 0.81% (n = 300,000); AID 1962;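 active = inhibition above the mean of all tested compounds plus 3 SD, set per screening campaign, cut at about 24% in these data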;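 note: plate controls were DMSO alone for no effect and ferristatin control at 100 nM for full effect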
PREPL inh: inhibits the human prolyl oligopeptidase-like enzyme; Q4J6C6; recombinant PREPL, fluorescence polarization activity-based probe; inhibition, % at 5.96 µM; actives 0.68% (n = 320,000); AID 2751; in the data active = inhibition above about 43%;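 note: 0% = enzyme with DMSO and 100% = wells lacking enzyme; many of its hits are not listed in these tables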
Efflux pump inh: blocks antifungal efflux pumps in multiplex yeast assay; S. cerevisiae Candida pump triplex, Nile Red efflux; actives 0.44% (n = 330,000); inhibition, % at 10 µM;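 active = plate passing quality check with inhibition over a set limit, or well fluorescence over plate mean plus 4 SD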;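 note: Nile Red retained in pooled yeast measured as flow cytometry median fluorescence; 0% = buffer negative control and 100% = Enniatin B positive control; higher means more Nile Red kept so more efflux inhibition; some compounds called inactive have numbers as strong as hits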
PP5 inh: PP5 (human) phosphatase inhibition; P53041; purified PP5c, OMFP substrate fluorescence; inhibition, % at 6.7 µM; actives 0.18% (n = 320,000);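 active = inhibition above the campaign's mean inhibition across all tested compounds plus 3 SD, cut at about 9.5% in these data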;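 note: 0% = DMSO only and 100% = 100 µM cantharidin control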
Target sequence (P53041 whole entry, looked up): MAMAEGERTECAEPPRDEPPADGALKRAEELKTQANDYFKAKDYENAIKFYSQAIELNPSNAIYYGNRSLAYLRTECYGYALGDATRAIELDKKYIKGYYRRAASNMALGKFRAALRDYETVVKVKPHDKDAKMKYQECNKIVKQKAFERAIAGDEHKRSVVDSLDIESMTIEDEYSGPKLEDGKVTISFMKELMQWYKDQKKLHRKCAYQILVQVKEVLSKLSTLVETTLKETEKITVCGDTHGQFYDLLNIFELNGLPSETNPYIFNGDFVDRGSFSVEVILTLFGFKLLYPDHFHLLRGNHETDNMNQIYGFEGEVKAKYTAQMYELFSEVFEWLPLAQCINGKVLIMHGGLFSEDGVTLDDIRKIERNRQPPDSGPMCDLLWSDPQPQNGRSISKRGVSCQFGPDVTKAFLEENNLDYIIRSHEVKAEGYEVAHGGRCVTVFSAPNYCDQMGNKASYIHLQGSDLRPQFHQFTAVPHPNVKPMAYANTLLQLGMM
ZTA counter: blocks Epstein-Barr virus ZTA, an EBNA-1 counter-screen; P03206; actives 0.15% (n = 320,000); inhibition, % at 11 µM; AID 2234; ZTA-DNA binding, fluorescence polarization; in the data active = inhibition above about 33%
Target sequence (P03206 whole entry, looked up): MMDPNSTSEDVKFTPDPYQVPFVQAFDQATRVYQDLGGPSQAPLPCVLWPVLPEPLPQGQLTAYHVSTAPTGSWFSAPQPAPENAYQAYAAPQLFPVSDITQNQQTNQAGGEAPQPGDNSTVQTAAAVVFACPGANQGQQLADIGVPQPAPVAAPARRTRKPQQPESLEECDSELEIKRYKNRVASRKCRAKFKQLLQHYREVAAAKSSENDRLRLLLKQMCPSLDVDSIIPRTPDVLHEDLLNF
CTSL1 counter: blocks F. hepatica cathepsin L1 in PFM18AAP counter-screen; recombinant F. hepatica cathepsin L1, Z-Leu-Arg-MCA fluorescence; inhibition, % at 5.96 µM; actives 0.49% (n = 300,000); AID 1906;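 active = inhibition above the mean of all tested compounds plus 3 SD, set per screening campaign, cut at about 17% in these data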;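 note: 0% = plate median of test compound wells and 100% = 1 µM Z-Phe-Ala-diazomethylketone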
Active calls of the source: *; · = not tested or not shown; & = joins results of further samples; ! = repeats disagree.

SMILES	HCV core dimer	EBNA-1 inh	PP1 counter	TPT1 inh	PREPL inh	Efflux pump inh	PP5 inh	ZTA counter	CTSL1 counter
CC(C)CC(=O)NC(Oc1ccc(Cl)cc1)C(Cl)(Cl)Cl (centres undefined)	6	8	2	-6	-17	0.0	1.4	1	0
CCOP(=O)(OCC)C(NC(=O)NC)C(N)=O (centres undefined)	2	-11	-3	-5	13	-0.1	-0.6	-17	8
COc1cccc(-n2c(/C=C/c3ccc(O)c(O)c3)nc3ccccc3c2=O)c1	11	5	-2	55*	20	0.1	4.2	-12	1
ClC1=C(Cl)C2(Cl)C3C(Cl)C=CC3C1(Cl)C2(Cl)Cl (centres undefined)	·	·	-1	·	4	-0.1	0.4	6	·
CC(C)(C)P(=O)(N1CCOCC1)N1CCOCC1	1	2	-2	3	0	0.0	0.6	-2	-4
C=C(CO)CC1CC(O)[C@]2(C)OC3CC4OC5C[C@]6(C)O[C@]7(C)CCC8OC9C[C@]%10(C)OC%11C(C)=CC(=O)OC%11CC%10OC9C[C@@H](C)C8OC7CC6O[C@]5(C)C/C=C\C4OC3CC2O1 (some centres undefined)	-3	4	1	2	-3	·	2.9	6	0
O=C(N/N=C/c1c(O)n(CCC2=CCCCC2)c(=S)[nH]c1=O)c1ccccc1	18	3	14	18	8	-0.4	-1.0	13	-1
CC1CN(c2ccc([N+](=O)[O-])c(N3CCCCC3)c2)CCN1 (centres undefined)	-4	1	0	-1	16	0.0	-1.4	-16	-14
CCCCN=Cc1c(O)n(-c2c(C)cc(C)cc2C)c(=O)[nH]c1=O	-2	1	-6	33*	5	0.0	3.5	2	4
C[C@]12CCC(=O)C=C1CC[C@@H]1[C@@H]2CC[C@]2(C)C(=O)CC[C@@H]12	3	16	-3	0	-1	-0.1	-3.5	10	4
O=c1[nH]c(Cl)ccc1CN1CCOCC1	0	0	0	1	0	0.0	1.1	-12	-5
CC(=O)c1cccc(NC(=O)N2C[C@H]3C[C@@H](C2)c2cccc(=O)n2C3)c1	3	11	-2	-5	11	0.2	4.0	-15	-4
CCCCCn1c(=O)c(C(=O)NCc2ccccn2)c(O)c2ccccc21	2	-4	2	-6	7	-0.1	2.8	-23	2
CCCCCCN1CCN(c2ccccc2Cl)CC1	-7	3	-6	2	11	-0.2	0.7	-30	2
C=CCn1c(O)c(/C(C)=N/NC(=S)Nc2ccccc2)c(=O)[nH]c1=O	2	6	3	7	-3	0.0	3.0	2	1
CC(C)OC(=O)c1c(N)n(Cc2ccco2)c2nc3ccccc3nc12	-2	-1	-1	-3	5	0.2	3.1	4	2
CN1C2CCC1CC(=NO)C2	-5	-10	-5	5	6	0.4	3.0	11	-4
Cc1cccc(NP(=O)(Oc2ccccc2F)Oc2ccccc2F)c1	3	13	6	1	-11	-0.2	6.9	9	3
COc1cc2c(cc1OC)-c1c(OC)c(OC)c(OC)c3ccnc(c13)C2=O	-12	-2	9	-12	29	·	7.4	-1	1
CCOc1ccc(N2C(=O)NC(=O)/C(=C\c3ccc(N4CCCCC4)o3)C2=O)cc1	-11	-2	-1	138*	6	0.6	2.5	0	5
CC(=O)OC1(c2ccccc2)CCN(C2CCCCC2)CC1C (centres undefined)	20	-2	2	-3	-1	0.0	-1.2	3	0
O=C(O)C1C2CCC(O2)C1C(=O)Nc1cccc(Br)c1 (centres undefined)	6	-7	69*	-1	5	0.0	69*	-7	-9
CCCNC(=O)Cn1cnc2sc(C(=O)N3CCC4(CC3)OCCO4)c(C)c2c1=O	-5	-2	-3	-1	-3	0.0	0.5	-2	0
O=C(NCc1ccccc1)c1cccn(Cc2cccc(Cl)c2)c1=O	-1	-11	4	0	2	-0.1	2.0	8	2
O=C1NC(=O)N(Cc2ccccc2)C(=O)/C1=C\N1CCCc2ccccc21	-5	-1	5	29*	12	0.2	0.7	-15	-2

Quoted from the listing.
Efflux pump inh, CC(=O)c1cccc(NC(=O)N2C[C@H]3C[C@@H](C2)c2cccc(=O)n2C3)c1 reads 0.2
Efflux pump inh, O=C(NCc1ccccc1)c1cccn(Cc2cccc(Cl)c2)c1=O reads -0.1

Continuation:
SMILES	HCV core dimer	EBNA-1 inh	PP1 counter	TPT1 inh	PREPL inh	Efflux pump inh	PP5 inh	ZTA counter	CTSL1 counter
CN(Cc1c[nH]c2ccccc12)C1CCCCC1	-4	14	2	1	2	0.0	0.2	24	2
Cc1cc(OCCCC(=O)NCc2cccs2)ccc1Cl	3	-5	0	4	-11	0.0	1.1	-1	5
COC(=O)C1=C(c2cccc(OC)c2OC)C[C@@H]2CC[C@H]1N2C(=O)NCCS(C)=O (some centres undefined)	-16	4	-1	-6	-2	0.1	1.8	-15	7
NC(=O)CN1CC(c2ccccc2)CC1=O (centres undefined)	6	9	-4	-3	-4	-0.1	1.4	15	-1
CCCCCn1c(=O)c(C(=O)Nc2nc3ccccc3[nH]2)c(O)c2ccccc21	2	-5	0	0	3	0.0	-2.6	10	5
CCc1ccccc1N1C(=O)NC(=O)/C(=C\c2cc(C)n(C)c2C)C1=O	0	-5	1	3	1	0.0	2.6	0	0
CC(=O)C1C2c3ccccc3OC1(C)N=c1s/c(=C/c3cnn(C)c3)c(=O)n12 (centres undefined)	-3	-10	-1	-2	-7	-0.1	2.2	-5	1
Oc1cc2c(cc1CN1CCN(c3ccccc3)CC1)CCC2	1	7	0	0	21	-0.1	0.1	10	-1
CC(=NCCCN1CCCCC1)c1c(O)n(Cc2ccccc2)c(=O)[nH]c1=O	4	7	-3	12	19	0.2	-0.1	13	0
COc1ccc(N=C(C)c2c(O)n(C3CCCCC3)c(=O)[nH]c2=O)c(OC)c1	3	6	-4	5	18	-0.1	1.1	-4	10
COc1ccc(-c2cc(=NCC(=O)O)c3ccccc3o2)cc1	5	-3	-1	-4	-19	0.0	2.9	-13	11
CC(C)CCC1(CCc2ccncc2)C(=O)NC(=O)NC1=O	-2	-5	-5	1	3	0.1	3.1	-9	-1
COc1cccc(OC)c1C(=O)NC(=S)N1C[C@H]2C[C@H](C1)c1cccc(=O)n1C2	0	3	-7	-2	16	-0.2	3.6	-16	1
Cn1c(O)c(C=NCCN2CCOCC2)c(=O)n(C)c1=S	-7	5	-3	-1	16	-0.2	1.1	-7	0
COC(=O)C1=C(c2cccc(OCc3ccccc3)c2)C[C@@H]2CC[C@H]1N2C(=O)NCc1ccc(OC)c(OC)c1	·	·	7	·	26	0.3	4.6	-17	·
CCN(CC)CCOC(=O)c1cc2cc(COC)ccc2o1	0	-4	1	1	0	0.1	1.9	1	-1
O=[N+]([O-])c1ccc(C2C3C(c4ccccc4)=NC4(CCCCC4)N32)cc1 (centres undefined)	-3	2	-2	-4	-3	0.1	1.2	-1	-2
COc1ccc(OC)c(N2C(=O)NC(=O)/C(=C/c3ccc([N+](=O)[O-])s3)C2=O)c1	8	-3	0	7	31	0.0	1.9	14	4
CCCCCCN=C(C)c1c(O)n(CCCC)c(=O)[nH]c1=O	3	5	-1	-11	-1	-0.1	1.0	-3	6
COC(=O)c1c(C)n(Cc2ccco2)c2ccc(O)cc12	1	17	-3	-3	10	-0.2	-2.1	10	1
O=C(c1ccc2c(c1)N(Cc1ccccc1)CCS2)N1CCC2(CC1)OCCO2	4	-1	2	2	58*	0.1	2.6	3	2
C=CCN(c1ccc(C(=O)N(CC)CC)cc1)S(C)(=O)=O	2	-4	-3	-4	2	0.0	-0.9	8	-1
N#Cc1ccccc1NC(=O)CN1CC=C(c2ccccc2)CC1	4	0	-2	-1	19	-0.1	3.5	11	6
CCN(CC)CCCN=Cc1c(O)n(CCc2ccc(OC)c(OC)c2)c(=O)[nH]c1=O	-1	-9	-1	0	4	-0.1	-1.2	10	5
CCOP(=O)(OCC)C(NC(=O)c1cccc2ccccc12)C(Cl)(Cl)Cl (centres undefined)	-9	-8	1	-2	15	0.1	1.9	-18	-2

Carrying on.
SMILES	HCV core dimer	EBNA-1 inh	PP1 counter	TPT1 inh	PREPL inh	Efflux pump inh	PP5 inh	ZTA counter	CTSL1 counter
CCC(=NCCO)c1c(O)n(-c2ccc(Cl)cc2)c(=O)[nH]c1=O	-1	0	0	1	5	-0.1	2.0	11	0
Cc1ccc(N2C(=O)NC(=O)/C(=C/c3ccc(OC(=O)c4cccs4)cc3)C2=O)cc1	3	5	-1	5	36	0.1	3.4	11	-7
O=C(CN1C(=O)CN=C(c2ccccc2)c2ccccc21)NCc1ccco1	0	4	-2	2	-1	-0.1	-0.4	7	0
Nc1ccc(S(=O)(=O)N2CC3CC(C2)c2cccc(=O)n2C3)cc1 (centres undefined)	0	-2	-4	-1	-1	0.0	0.4	-11	7
O=C1CCCN1CC#CCN1CCCC1	-8	-9	1	0	13	0.1	-0.1	-4	-2
O=c1[nH]c(=O)n(CC2CCCO2)c(O)c1/C=C1\C=Nc2ccccc21 (centres undefined)	0&-7	-3&5	-1&0	37*!	-2&11	2.6*!	1.4&-0.1	5&-4	-2&-11
N=Cc1c(O)n(-c2cccc(Cl)c2)c(=O)[nH]c1=O	-5	-3	-3	5	0	-0.2	0.3	-5	-5
COc1ccc(F)cc1C(=O)C1CCCN(Cc2ccc(O)cc2)C1 (centres undefined)	-1	-3	-3	-1	8	0.0	4.6	-3	-1
Fc1ccc(Cn2nnnc2C(c2ccc(F)cc2)N2CC=C(c3ccc(F)cc3)CC2)cc1 (centres undefined)	9	1	-2	2	17	0.0	0.3	3	2
CC1(C)CSC(Nc2ccc(F)c(Cl)c2)=N1	-6	13	0	-4	-8	0.0	1.2	5	0
Cc1cccc(CCNCc2cc3cc(C)cc(C)c3[nH]c2=O)c1	2	-4	2	4	-5	-0.1	-0.7	5	-5
COC(=O)C1=C(c2ccccc2)C[C@@H]2CC[C@H]1N2C(=O)NCCO	-5	-1	-3	0	3	-0.1	1.0	2	-1
Cc1cc(C)c(Cn2c(C(=O)O)c(C=O)c3ccccc32)c(C)c1	1	-12	8	53*	-7	0.0	-1.6	5	6
CCC(CC)N1CCN(Cc2nc3ccccc3c(=O)n2-c2ccc(F)cc2)CC1	-7	-2	-4	-2	1	0.0	1.4	-14	-4
FC(F)=C(F)CCSc1ncn[nH]1	4	6	-5	-7	-5	0.0	-0.1	11	-1
CCc1ccc(NC(=O)CN2CC(c3ccccc3)CC2=O)cc1 (centres undefined)	2	-6	-1	1	0	0.0	-0.3	-3	0
CCc1ccc(-n2c(O)c(C(C)=O)c(=O)[nH]c2=O)cc1 (tested in a mixture with another compound)	-4	-3	-4	15	11	-0.1	3.2	3	-3
CNC(=O)Oc1ccc(-c2cn3cc(Cl)ccc3n2)cc1	6	8	-1	-1	12	-0.5	-0.3	15	11
O=[N+]([O-])c1ccc(N2CCNCC2)cc1NCC1CCCO1 (centres undefined)	0	17	-2	-2	3	-0.1	-0.4	8	1
CCC(=NCCCn1ccnc1)c1c(O)n(Cc2ccccc2)c(=O)[nH]c1=O	-10	-2	-1	-3	-8	0.1	1.0	-16	0
O=S(=O)(F)c1ccc2nc(-c3cccc(Sc4ccccc4)c3)cc(Cl)c2c1	5	-7	-2	2	0	0.4	-2.1	-8	-1

Pulled one by one from above:
SMILES	HCV core dimer	EBNA-1 inh	PP1 counter	TPT1 inh	PREPL inh	Efflux pump inh	PP5 inh	ZTA counter	CTSL1 counter
CCc1ccc(-n2c(O)c(C(C)=O)c(=O)[nH]c2=O)cc1 (tested in a mixture with another compound)	-4	-3	-4	15	11	-0.1	3.2	3	-3
O=C1CCCN1CC#CCN1CCCC1	-8	-9	1	0	13	0.1	-0.1	-4	-2
Fc1ccc(Cn2nnnc2C(c2ccc(F)cc2)N2CC=C(c3ccc(F)cc3)CC2)cc1 (centres undefined)	9	1	-2	2	17	0.0	0.3	3	2
Cc1cc(C)c(Cn2c(C(=O)O)c(C=O)c3ccccc32)c(C)c1	1	-12	8	53*	-7	0.0	-1.6	5	6
Cc1ccc(N2C(=O)NC(=O)/C(=C/c3ccc(OC(=O)c4cccs4)cc3)C2=O)cc1	3	5	-1	5	36	0.1	3.4	11	-7

Not all compounds are listed; the hit share may differ from the screen's.
